D1 agonist: agonists of human D1 dopamine receptor; HEK293 T-REx D1 cells, calcium flux, agonist mode; AID 504660; 360,000 tested, 1% active; P21728; activation, % at 2 µM; in the data active means activation above about 30%; further: 0% is about no effect
Target sequence (P21728 whole entry, looked up): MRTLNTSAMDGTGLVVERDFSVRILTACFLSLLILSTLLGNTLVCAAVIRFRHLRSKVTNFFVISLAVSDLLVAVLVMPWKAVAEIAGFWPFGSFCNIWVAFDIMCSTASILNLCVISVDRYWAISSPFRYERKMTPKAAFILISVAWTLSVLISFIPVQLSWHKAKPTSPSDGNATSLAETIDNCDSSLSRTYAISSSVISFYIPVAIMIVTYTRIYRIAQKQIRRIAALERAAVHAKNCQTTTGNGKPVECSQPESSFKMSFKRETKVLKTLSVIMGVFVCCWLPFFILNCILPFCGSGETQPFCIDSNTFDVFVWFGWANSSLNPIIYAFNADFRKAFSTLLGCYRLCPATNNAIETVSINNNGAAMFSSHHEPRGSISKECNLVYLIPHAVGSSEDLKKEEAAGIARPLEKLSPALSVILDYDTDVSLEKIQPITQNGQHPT
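Agonism was scored from calcium flux recorded over 180 s (1 read/s) after pintool compound addition, following a 10-cycle baseline. Cells were inducible force-coupled HEK293 TREx D1, plated overnight at 30 C and loaded with no-wash calcium dye.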
D1 antag: human D1 dopamine receptor antagonism; HEK293 TREx D1 cells, calcium flux, dopamine EC80; stronger effect = lower value; P21728; activity change, negative = inhibition, % at 10 µM; 360,000 tested, 3.2% active; in the data active means activity change below about -30%; further: on the % scale 0 is the no-effect control and ±100 the full control effect
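Inducible Hek293 Trex D1 cells (tetracycline, overnight, 30 C). Calcium dye 30–90 min RT. Antagonist mode: EC80 dopamine added after 180 s compound read.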
Apoferritin bind: binds horse apoferritin like a general anesthetic | P02791 | apoferritin/1-aminoanthracene competitive binding, fluorescence | Potency, µM (titrated, usually from 77.5 µM), for inactives: at the highest dose activity change, negative = displacement, hits mostly inhibitors | 350,000 tested, 0.074% active; further: potency means the concentration at half of the fitted maximal effect; on the % scale 0 is the no-effect control and ±100 the full control effect; nearly all actives have a fitted effect of over 20% in size
Target sequence (P02791 2-175 limits assumed): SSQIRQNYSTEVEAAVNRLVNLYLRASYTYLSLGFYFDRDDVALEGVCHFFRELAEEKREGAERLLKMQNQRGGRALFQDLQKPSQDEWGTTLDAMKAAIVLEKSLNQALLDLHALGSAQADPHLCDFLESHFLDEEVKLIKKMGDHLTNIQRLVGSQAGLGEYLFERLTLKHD
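Horse-spleen apoferritin (10 uM) in 50% saturated 1-aminoanthracene in PBS was incubated 10 min at room temperature with compound. Fluorescence (ex 380, em 535 nm) was normalized to free and bound 1-AMA, with concentration-response fitted by a four-parameter Hill equation.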
D2 PAM: D2 dopamine receptor (human) potentiation; potentiation, % at 10 µM; HEK293 T-REx D2, calcium flux, EC20 dopamine potentiation; P14416; 340,000 tested, 0.34% active;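 active means potentiation over 3 SD above the plate norm, cut at about 30% in these data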; further: 0% is about no effect
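Cells plated with tetracycline inducer and held overnight at 30 C; calcium dye loaded 30–90 min at room temperature; baseline taken, compound added and read 180 s; EC20 dopamine then added and read 180 s.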
TRHR agonist: TRH receptor (human) agonism; 360,000 tested, 0.18% active; activation, % at 2 µM; AID 493084; TRHR cells, calcium flux fluo-8, FDSS agonist mode; P34981; in the data active means activation above about 30%; further: 0% is about no effect
Target sequence (P34981 whole entry, looked up): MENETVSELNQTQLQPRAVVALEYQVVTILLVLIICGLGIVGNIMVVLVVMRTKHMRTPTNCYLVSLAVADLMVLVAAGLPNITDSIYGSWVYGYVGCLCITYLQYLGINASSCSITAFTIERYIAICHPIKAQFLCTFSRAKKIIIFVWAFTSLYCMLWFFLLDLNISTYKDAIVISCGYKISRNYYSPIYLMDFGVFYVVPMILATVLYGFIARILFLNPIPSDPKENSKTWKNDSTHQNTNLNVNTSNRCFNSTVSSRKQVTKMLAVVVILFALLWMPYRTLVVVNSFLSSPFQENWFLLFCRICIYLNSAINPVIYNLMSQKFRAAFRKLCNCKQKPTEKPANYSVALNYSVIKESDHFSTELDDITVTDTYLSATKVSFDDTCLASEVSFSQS
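TRHR-expressing cells, plated overnight in medium with 10% serum, were loaded with fluo-8 calcium dye at room temperature. After a 10 s baseline, library compound was pin-added and calcium release was recorded kinetically (ex 480/em 530) as agonist response.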
RXFP1 agonist: agonists of human relaxin receptor RXFP1; Q9HBX9; HEK293T-RXFP1 cAMP TR-FRET, 30 min; response scale: percent of porcine relaxin response, buffer zero; Potency, µM (top dose mostly 57.5 µM), for inactives: at the top dose activation, most hits filed as activators; 370,000 tested, 0.3% active; further: potency means the concentration at half of the fitted maximal effect; on the % scale 0 is the no-effect control and ±100 the full control effect; nearly all actives have a fitted effect of over 60% in size; many of its hits are not listed in these tables
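HEK293T cells stably expressing RXFP1 were pretreated with the PDE4 inhibitor Ro 20174, exposed to compounds for 30 min at 37C, lysed, and cAMP was read by TR-FRET. Data normalized to buffer (basal) and 29 nM porcine relaxin (100%).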
RXFP1 antag: RXFP1 (human) relaxin receptor antagonism; activity change, negative = inhibition, % at 57.5 µM; HEK293-RXFP1, relaxin-stimulated cAMP HTRF, 30 min; stronger effect = lower value; 350,000 tested, 0.59% active;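 active means activity change of -60% or lower, but not beyond a set lower limit; inconclusive means change between -60% and -40%, or beyond the set limit; inactive means change above -40%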; further: on the % scale 0 is the no-effect control and ±100 the full control effect
D1 potentiator: human D1 dopamine receptor positive modulation | AID 504651 | 360,000 tested, 0.036% active | P21728 | potentiation, % at 10 µM | HEK293 TREx D1 cells, calcium flux, dopamine EC20 potentiation; in the data active means potentiation above about 30%; further: 0% is about no effect
TRHR enhancer: allosterically enhances the human TRH receptor. P34981. TRHR cells, fluo-8 calcium fluorescence, EC20 TRH enhancement. enhancement, % at 2 µM. 360,000 tested, 0.66% active; in the data active means enhancement above about 30%; further: 0% is about no effect
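TRHR-expressing cells loaded with fluo-8 calcium dye were read kinetically (ex 480/em 530) during compound addition, then stimulated with an EC20 of TRH (10 nM final). Enhancement of the Gq-mediated intracellular calcium response was scored.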
* = called active by the depositor; ? = inconclusive; . = no result given; & = joins results of further samples; ! = not active in a repeat; [ ] = dose if it differs, or a comment. Unless noted, the call rests on the fitted dose curve; in most records, active means well fitted curve in the direction sought with a large enough effect; inconclusive means small, poorly fitted or top-dose-only effect, or another doubt; inactive means no such curve, though single readings can be large; an effect the other way counts as inactive or inconclusive. The list is partial (hit frequency here may not be typical).

SMILES	D1 agonist	D1 antag	Apoferritin bind	D2 PAM	TRHR agonist	RXFP1 agonist	RXFP1 antag	D1 potentiator	TRHR enhancer
O=C(NCc1ccncc1)c1ccc(Cl)c(S(=O)(=O)N2CCCCC2)c1	4	-9	-4%	7	-0.1	-0.4%	-11	-5	6
Cn1c(CNC(=O)CCNC(=O)c2cccc(Br)c2)cc(=O)n(C)c1=O	4	23	-4%	-6	0.4	1.5%	21	-9	4
Cc1ccc(/C(O)=C2\C(=O)C(=O)N(C)C2c2ccc(Br)cc2)cc1 (centres undefined)	1	19	1%	17	0.5	3.2%	9	-3	5
CCCCCCOc1ccc(/C(C)=N/NC2=NCCN2)cc1[N+](=O)[O-]	15	10	?	-3	0.7	1.4%	-5	4	6
CCCCn1c(CN2CCOCC2)nc2c1c(=O)n(C)c(=O)n2C	2	-1	12%	18	-1.9	4.0%	-2	-3	1
CCCc1[nH]c(=O)c(C#N)c2c1CCCC2	2	-1	-17%	-2	0.0	4.4%	-6	-1	0
Cc1cccc(C)c1OCC(=O)Nc1nonc1-c1ccc(Br)cc1	0	-4	-6%	-1	0.0	-1.7%	-15	-3	3
COc1ccc(CNC(=O)CCS(=O)(=O)c2cc(Br)cc3c2N(C(=O)C2CC2)CC3)cc1	1	-5	-16%	0	-0.5	1.4%	0	-1	1
O=C(O)c1ccc(/C=N/Nc2ncc(Cl)cc2Cl)cc1	1	-1	-5%	0	-0.5	-0.2%	-3	2	8
Cc1c(C(=O)Nc2ccccc2-c2ccccc2)cccc1[N+](=O)[O-]	0	1	-17%	-3	1.1	0.2%	-12	-4	1
Cc1c(C(C)O)nnn1-c1nonc1N (centres undefined)	3	11	-5%	7	0.4	0.9%	7	-9	7
O=C(O)Cc1ccc(O)c(F)c1	3	12	1%	4	-0.3	-1.8%	.	-4	-1
CN(C)S(=O)(=O)c1ccc(Cl)c(-c2nnc3n2CCCCC3)c1	-2	-2	1%	-10	0.1	-0.5%	0	5	-7
CCN(CC)C(=O)Cn1cc(S(=O)(=O)Cc2cccc([N+](=O)[O-])c2)c2ccccc21	-2	6	-17%	8	-1.0	-0.3%	7	-2	2
COc1ccc(F)c(CN2CCC(n3nccc3NC(=O)C3CCOC3)CC2)c1 (centres undefined)	4	-19	-7%	-1	0.5	0.0%	-12	-2	1
COc1ccc(CCNC(=O)C2CCCN(c3ncccn3)C2)cc1 (centres undefined)	0	-10	-6%	7	-0.3	1.1%	3	9	-4
CCOc1ccc(C=NC23CN4CN(CN(C4)C2)C3)cc1	1	-5	-5%	-4	3.7	0.2%	-6	-7	19
COCCCN(C(=O)c1cc(C)oc1C)c1c(N)n(CC(C)C)c(=O)[nH]c1=O	0	-9	.	.	0.2	-2.6%	3	-5	0
O=C(c1cccc(Cl)c1)N1CCC(N2CCC(C(=O)N3CCCC3)CC2)CC1	3	-7	0%	1	0.3	-2.6%	-5	-7	2
Cc1ccc(NC2CCCN(C(=O)c3ccccn3)C2)cc1C (centres undefined)	5	15	?	8	-0.6	3.1%	0	-4	-4
Cc1onc(-c2ccccc2Cl)c1C(=O)NCCn1ccc2ccccc21	6	-23	-19%	17	-0.7	0.2%	-8	-9	-7
CCn1c(CNC(=O)c2ccc(OC)cc2)nnc1SCC(=O)Nc1ccccc1	3	3	-5%	4	0.3	-0.1%	.	-2	0
O=C(c1cc(=O)c2ccccc2o1)N1CCN(c2ccccc2F)CC1	-1	4	-10%	-16	-0.6	1.4%	-16	3	14
Cc1oc(-c2cccc(Cl)c2)nc1CN1CCCC(C(=O)NCc2ccco2)C1 (centres undefined)	6	-41*	-19%	-24	0.3	1.4%	-3	-4	-9
O=C(N/N=C/c1ccc(Cl)c(Cl)c1)c1ccc2nc[nH]c2c1	-1	-7	-4%	8	0.7	-0.3%	-36	1	15
O=S1(=O)c2cccc3cccc(c23)N1CCBr	1	-11	-10%	24	-0.5	4.7%	-3	-3	18
O=C(c1ccc(F)c(F)c1)N1CCC2(CC1)NCCc1[nH]cnc12	1	-6	17%	-1	0.7	6.2%	-9	2	2
O=C(CSc1nc(-c2ccccc2)c(-c2ccccc2)o1)Nc1nnc(-c2ccccc2)s1	4	-22	-13%	2	0.2	1.9%	-1	-9	50*
CCOC(=O)N/N=C/c1cn(CCCOc2ccccc2)c2ccccc12	12	-6	-3%	0	-0.9	-4.1%	-6	-1	-3
CCCc1cc(Nc2ccccc2)n2ncnc2n1	2	3	-3%	12	0.0	0.1%	3	1	2
Cn1cc(S(=O)(=O)Cc2ccc(F)cc2)c2ccccc21	3	-11	-9%	12	-0.1	-1.2%	3	6	0
C[C@@H]1ON(C2CCCCC2)[C@H]2c3nc4ccccc4n3C[C@@H]12	0	5	-10%	-6	0.1	-0.2%	.	3	2
NC(=O)c1sc2nc(-c3ccccc3)ccc2c1N	4	-5	5%	1	-0.4	8.5%	2	2	-1
O=C(CCc1ccccc1)Nc1cccc(-c2nnc(-c3ccco3)o2)c1	0	-12	-6%	2	0.4	0.2%	-21	-1	-3
CCn1cc(/C=N\NC(=O)c2ccccc2Cl)cn1	2	-2	-3%	-3	0.7	5.0%	2	-4	1
O=C(COC(=O)C12CC3CC(CC(C3)C1)C2)NCc1ccco1	0&1	10&4	?	7	-0.3&-2.6	-0.4%	1	-5&-6	34*!
COc1ccc(Cn2c(C(=O)O)c(CNCc3ccc(C)o3)c3ccc(C)cc32)cc1	0	19	-24%	9	-0.4	-0.4%	-18	2	7
CCC(NC(=O)c1[nH]c(C)c(C(C)=O)c1C)c1ccc(Br)cc1 (centres undefined)	19	-5	-11%	-10	-0.3	-0.6%	-1	-7	0
Cc1ccc(NC(=O)CSc2nc3nc(C)cc(C)c3c(=O)[nH]2)cc1	2	-12	?	-11	0.0	1.3%	-7	-8	7
O=C(N/N=C/c1ccc(Cl)cc1Cl)c1ccncc1	2	2	-23%	-10	-2.0	-1.1%	11	-2	6

One compound at a time, as listed above.
CN(C)S(=O)(=O)c1ccc(Cl)c(-c2nnc3n2CCCCC3)c1 in the list: D1 agonist = -2; D1 antag = -2; Apoferritin bind = 1%; D2 PAM = -10; TRHR agonist = 0.1; RXFP1 agonist = -0.5%; RXFP1 antag = 0; D1 potentiator = 5; TRHR enhancer = -7
O=C(c1cccc(Cl)c1)N1CCC(N2CCC(C(=O)N3CCCC3)CC2)CC1 in the list: D1 agonist = 3; D1 antag = -7; Apoferritin bind = 0%; D2 PAM = 1; TRHR agonist = 0.3; RXFP1 agonist = -2.6%; RXFP1 antag = -5; D1 potentiator = -7; TRHR enhancer = 2
CCn1cc(/C=N\NC(=O)c2ccccc2Cl)cn1 in the list: D1 agonist = 2; D1 antag = -2; Apoferritin bind = -3%; D2 PAM = -3; TRHR agonist = 0.7; RXFP1 agonist = 5.0%; RXFP1 antag = 2; D1 potentiator = -4; TRHR enhancer = 1

More entries follow.
SMILES	D1 agonist	D1 antag	Apoferritin bind	D2 PAM	TRHR agonist	RXFP1 agonist	RXFP1 antag	D1 potentiator	TRHR enhancer
O=C(CN1CCN(Cc2cccc(F)c2)CC1)NCc1ccccc1	5	10	-7%	-9	0.6	4.6%	-3	-2	1
O=C(O)c1ccc(NC(=O)c2ccc3c(c2)C(=O)N(c2ccccc2)C3=O)cc1	0	5	5%	2	-0.8	3.5%	3	3	1
CC1(c2ccc3ccccc3c2)NC(=O)N(CC(=O)NCc2cccs2)C1=O (centres undefined)	1	-5	-10%	4	-0.8	-0.5%	4	1	-1
CN(C)S(=O)(=O)c1cc(NC(=O)CSc2nn(-c3ccc(Cl)cc3)c(=S)s2)ccc1Cl	3	-16	2%	7	0.0	0.7%	-8	-6	-5
O=C(c1ccc(C#CC2(O)CCCCC2)cc1)N1CCOCC1	4	-8	1%	-3	0.6	1.4%	6	-2	-2
Cc1ccc(OCCNc2ccc(C(F)(F)F)cc2[N+](=O)[O-])cc1	12	0	-7%	-5	1.1	10%	-10	-2	1
O=C(Nc1cc(S(=O)(=O)N2CCOCC2)ccc1Cl)c1ccc(=O)[nH]c1	1	-1	.	-2	0.5	1.4%	7	-4	1
CCOCCCNC(=O)Cc1ccc(OC)c(OC)c1	2	-3	-2%	29	0.7	0.7%	-9	-4	2
CCc1noc(C)c1C(=O)N(C)CC(=O)Nc1ccccc1Br	3	-3	.	-3	-0.3	0.0%	3	-1	1
CC(C)(C)OC(=O)NCCCCCNC(=O)c1nc[nH]c1C(=O)NCc1ccccc1	1	-21	.	-1	-0.3	0.5%	.	6	-2
O=C(Nc1ncc2c(n1)CC(c1ccco1)CC2=O)c1ccc(Cl)cc1 (centres undefined)	0	6	?	-12	-0.5	-0.6%	.	0	-1
Cc1c(Cl)cccc1NC(=O)c1cc(-c2ccc3c(c2)OCO3)on1	0	-3	5%	14	1.6	0.3%	5	1	8
Cc1ccccc1CC1(CO)CCCN(Cc2ccccc2Cl)C1 (centres undefined)	10	7	-23%	3	-0.5	1.9%	?	-5	18
CCN(Cc1ccccc1)S(=O)(=O)c1ccc(F)c(C(=O)Nc2ccc(C(C)C)cc2)c1	-3	-2	-11%	15	0.7	-1.9%	-12	0	1
COc1ccc2[nH]c3c(N4CCN(Cc5ccc6c(c5)OCO6)CC4)ncnc3c2c1	2	-5	153%[activator]	-8	-1.7	1.8%	-17	-3	4
CCOC(=O)c1ccc(N/C=C/C(=O)c2ccccc2)cc1	4	2	-10%	12	-0.3	-0.1%	-9	3	-13
COc1ccc(Nc2ncc(C(=O)Nc3cccc(OC)c3)c3ccccc23)cc1	4	2	182%[activator]	-9	-0.1	3.8%	.	0	0
COC(=O)c1ccc(NC(=O)Nc2ccc3c(c2)nc(C)n3C)cc1	4	3	-9%	-14	-1.0	-0.2%	10	-2	5
COc1ccc2c(c1)c(C(=O)N/N=C/c1ccccc1Cl)c(C)n2C	4	21	-18%	-20	-0.1	5.4%	-27	3	2
Cc1ccc(-c2nc3ncccc3n2O)cc1	3	-18	3%	-16	-0.9	-0.5%	5	-11	6
O=C(CNC(=O)c1ccccc1)OCc1ccc([N+](=O)[O-])cc1	13	-6	-19%	-3	-0.5	0.7%	1	-6	-2
Cc1ccc2nc(-c3ccc(NC(=S)NC(=O)C(C)C)cc3)sc2c1	2	2	-12%	-5	0.4	10%	-16	-7	-2
O=C(COC(=O)c1ccccc1Nc1ccccc1)NCc1ccccc1Cl	6	7	-1%	-12	1.0	6.0%	-1	-2	-6

Screening data deposited in PubChem by National Center for Advancing Translational Sciences (NCATS).
